HKDC1 inh – inhibitors of human hexokinase HKDC1 | Q2TB90 | recombinant HKDC1, G6PDH/diaphorase resazurin coupled fluorescence | 340,000 compounds, 0.16% hits | inhibition, % at 20 µM;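 active = inhibition above about 35% when tested at 20 µM, limit read from the data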;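 note: plate controls were DMSO wells with enzyme for no effect and DMSO wells lacking enzyme for full effect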
Target sequence (Q2TB90 whole entry, looked up): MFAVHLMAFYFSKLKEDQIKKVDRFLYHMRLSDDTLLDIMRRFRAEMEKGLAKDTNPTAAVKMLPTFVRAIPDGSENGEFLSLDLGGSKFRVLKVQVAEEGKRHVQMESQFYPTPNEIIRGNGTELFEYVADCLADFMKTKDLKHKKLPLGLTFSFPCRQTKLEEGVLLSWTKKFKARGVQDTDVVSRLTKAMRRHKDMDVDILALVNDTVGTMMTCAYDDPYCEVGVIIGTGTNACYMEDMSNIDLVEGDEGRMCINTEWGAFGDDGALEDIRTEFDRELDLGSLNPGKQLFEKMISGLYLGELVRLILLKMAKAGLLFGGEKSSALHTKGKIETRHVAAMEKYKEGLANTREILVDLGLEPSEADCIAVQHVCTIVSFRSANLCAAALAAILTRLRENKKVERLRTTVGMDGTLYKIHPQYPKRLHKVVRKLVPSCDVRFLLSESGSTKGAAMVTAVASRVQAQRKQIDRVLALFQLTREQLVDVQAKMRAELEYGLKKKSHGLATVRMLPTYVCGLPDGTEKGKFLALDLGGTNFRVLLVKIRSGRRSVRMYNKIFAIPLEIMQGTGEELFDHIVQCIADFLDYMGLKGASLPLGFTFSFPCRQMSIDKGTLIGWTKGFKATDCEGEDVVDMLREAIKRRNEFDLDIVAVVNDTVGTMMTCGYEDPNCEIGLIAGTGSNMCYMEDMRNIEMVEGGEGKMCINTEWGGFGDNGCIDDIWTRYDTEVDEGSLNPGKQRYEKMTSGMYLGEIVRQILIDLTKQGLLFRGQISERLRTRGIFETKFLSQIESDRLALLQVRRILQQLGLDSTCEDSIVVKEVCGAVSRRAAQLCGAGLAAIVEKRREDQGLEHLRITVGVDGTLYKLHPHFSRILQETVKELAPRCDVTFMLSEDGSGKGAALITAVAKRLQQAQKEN
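Assay system: in-house recombinant HK5 (HKDC1) enzyme. Input: HKDC1 at 5 µg/mL. Medium: Tris pH 8.0 buffer with MgCl2, Tween-20, BSA, BME. Dosing: single 20 µM dose. Schedule: 90 min reaction incubation at room temperature, dark. Signal: resazurin-to-resorufin fluorescence via G6PDH and diaphorase coupling, 525/613 nm. Controls: DMSO-enzyme wells negative, buffer-substituted wells positive.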
SENP7 block – inhibitors of human SENP7 protease; Q9BQF6; inhibition, % at 5 µM; recombinant SENP7, Z-RLRGG-aminoluciferin luminescence, 40 min; 330,000 compounds, 1.5% hits;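 active = inhibition above about 50% at the single test dose, limit read from the data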;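 note: plate controls were DMSO with enzyme for no effect and no enzyme buffer wells for full effect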
UBC13 polyUb – human UBC13 polyubiquitination inhibition; inhibition, % at 20 µM; P61088; UBC13 polyubiquitin chain formation, TR-FRET; 330,000 compounds, 0.47% hits; in the data active = inhibition above about 45%, passing the limit was not always enough
SENP8 block-1 – SENP8 protease inhibition; Q96LD8; purified SENP8, Z-RLRGG-aminoluciferin cleavage, luminescence; inhibition, % at 10 µM; 330,000 compounds, 1.2% hits; AID 2540; in the data active = inhibition above about 50%
Target sequence (Q96LD8 whole entry, looked up): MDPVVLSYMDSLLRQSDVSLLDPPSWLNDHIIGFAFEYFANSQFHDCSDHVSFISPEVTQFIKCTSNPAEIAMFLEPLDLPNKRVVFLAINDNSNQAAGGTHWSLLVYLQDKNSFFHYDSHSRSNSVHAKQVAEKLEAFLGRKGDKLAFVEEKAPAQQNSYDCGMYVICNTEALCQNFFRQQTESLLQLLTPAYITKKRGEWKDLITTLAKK
PfG6PD inh – PfG6PD (Plasmodium falciparum) enzyme inhibition. PfGluPho enzyme, NADPH resazurin-diaphorase fluorescence. inhibition, % at 20 µM. 350,000 compounds, 0.78% hits;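 active = inhibition reaching at least a set limit at 20 µM in the primary screen, cut at about 59% in these data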;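 note: 0% = DMSO wells with substrate and 100% = DMSO wells lacking glucose-6-phosphate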
beta cell repl – inducers of beta-cell replication in MIN6 cells; MIN6 cells proliferation, ATPlite luminescence, 48 h; cells starved in 0.2% serum; 100% = growth in 10% serum; 330,000 compounds, 0.29% hits; proliferation, % at 10 µM;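 active = compounds whose signal lies at least 3.5 SD above the mean of all wells on their plate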;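 note: 0% = DMSO-treated cells in low-serum medium and 100% = 10% serum control; some compounds called inactive have numbers as strong as hits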
SENP1 FRET inh – blocks the human SENP1 SUMO protease catalytic domain | Q9P0U3 | recombinant SENP1 catalytic domain, CyPet-SUMO1-YPet FRET cleavage | inhibition, % at 10 µM | 360,000 compounds, 0.21% hits;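 active = inhibition at least 30% at 10 µM, raw YFP signal under a set limit, fluorescence ratio 0.5 to 1.5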;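 note: 0% = enzyme with DMSO and 100% = no enzyme wells; some results filed as inactive read as strong as hits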
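Material – human SENP1 catalytic domain · Input – SENP1 enzyme, 20 pM final · Compound dosing – single concentration of 10 µM compound, 0.5% DMSO final · Timing – enzyme reaction for 50 min at room temperature, dark · Measured by – FRET fluorescence in CFP and YFP emission channels · Control set – no-enzyme wells low, DMSO-plus-enzyme wells high control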
SENP6 inh – SENP6 protease inhibition. Recombinant SENP6 catalytic domain, aminoluciferin luminescence. inhibition, % at 10 µM. 330,000 compounds, 1.8% hits;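 active = inhibition above about 50% at the single tested dose, limit read from the data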;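 note: plate controls were DMSO wells with enzyme for no effect and DMSO wells lacking enzyme for full effect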
SENP8 block-2 – blocks human SENP8 cleavage of Nedd8 substrate; Q96LD8; recombinant SENP8, Nedd8 substrate fluorescence; inhibition, % at 20 µM; 360,000 compounds, 0.64% hits; AID 602440; in the data active = inhibition mostly above about 40%, no sharp cut-off; inactive = mostly below about 27%
The depositor's hits bear a star; / = no result given.

Codes: A = HKDC1 inh; B = SENP7 block; C = UBC13 polyUb; D = SENP8 block-1; E = PfG6PD inh; F = beta cell repl; G = SENP1 FRET inh; H = SENP6 inh; I = SENP8 block-2
Cc1ccc(S(=O)(=O)N2CC(O)CC2C(=O)OCc2nc3sc(C)c(C)c3c(=O)[nH]2)cc1 (stereo not drawn)
  A: -6	B: 2	C: 18	D: 0	E: 0	F: 3	G: -1	H: 8	I: 4
CC(=O)NC1CC(C)(C)N(OC(C)=O)C(C)(C)C1
  A: -5	B: /	C: /	D: /	E: 6	F: /	G: 1	H: /	I: 22
CC1CCN(S(=O)(=O)c2cccc(-c3csc(-c4cccnc4)n3)c2)CC1
  A: -1	B: -10	C: -8	D: -9	E: -16	F: -5	G: -2	H: -23	I: -42
COc1cccc(CC(=O)Nc2ccc3c(c2)CCC3)c1
  A: 2	B: 2	C: 1	D: -5	E: 10	F: -3	G: 1	H: -12	I: 7
CC[C@@H](C)C(NC(=O)OC(C)(C)C)c1cn([C@@H](Cc2ccc(O)cc2)C(=O)N2CCN(C(=O)OC(C)(C)C)CC2)nn1 (stereo partly drawn)
  A: -2	B: 33	C: 7	D: 48	E: 5	F: -1	G: 4	H: 82*	I: 3
O=C(Nc1nc2ccccc2s1)c1ccc(OCC2CCCO2)cc1 (stereo not drawn)
  A: 15	B: 77*	C: 12	D: 53*	E: 8	F: 0	G: 0	H: 71*	I: -155
O=C(CCC(=O)N/N=C/c1cc(Cl)cc(Cl)c1O)NCc1ccccc1
  A: 1	B: 6	C: 7	D: 3	E: -3	F: -5	G: -29	H: 5	I: -397
CCNC(=O)N1CCN(C(=O)NCC)CC1
  A: -7	B: 4	C: 20	D: -2	E: 10	F: 0	G: 1	H: 3	I: 9
CC(=O)c1ccc(-c2ccc(C(=O)N(C)c3c(N)n(Cc4ccccc4)c(=O)[nH]c3=O)o2)cc1
  A: 0	B: -9	C: -11	D: -1	E: 10	F: -3	G: -13	H: -10	I: -284
O=C(Nc1nccs1)c1nc[nH]c1C(=O)NCc1ccccc1
  A: 1	B: -4	C: -18	D: -2	E: 0	F: 5	G: 2	H: -10	I: 3
COc1ccc(/C=N/n2c(-c3cccs3)n[nH]c2=S)cc1
  A: 4	B: -1	C: 4	D: 0	E: 12	F: 0	G: 3	H: -19	I: -1
NCCCCCC(=O)N/N=C/c1ccc2nccnc2c1
  A: -4	B: -1	C: 3	D: 0	E: 6	F: -2	G: 0	H: 3	I: -15
Cc1ccc(S(=O)(=O)N(C)C[C@H]2Oc3c(NC(=O)Nc4cccc5ccccc45)cccc3C(=O)N([C@@H](C)CO)C[C@@H]2C)cc1
  A: 3	B: 10	C: -2	D: 0	E: 31	F: -5	G: -1	H: -4	I: -35
COc1ccc(S(=O)(=O)NCc2ccco2)cc1C(=O)N1CCOCC1
  A: -6	B: -13	C: 4	D: -11	E: 7	F: 0	G: 3	H: -19	I: 3
O=C(COc1ccc2ccccc2c1)Nc1nccs1
  A: 2	B: 77*	C: -2	D: 66*	E: 5	F: -6	G: -5	H: 61*	I: 3

Next part, starting with the last 2 of the part before.
Codes: A = HKDC1 inh; B = SENP7 block; C = UBC13 polyUb; D = SENP8 block-1; E = PfG6PD inh; F = beta cell repl; G = SENP1 FRET inh; H = SENP6 inh; I = SENP8 block-2
COc1ccc(S(=O)(=O)NCc2ccco2)cc1C(=O)N1CCOCC1
  A: -6	B: -13	C: 4	D: -11	E: 7	F: 0	G: 3	H: -19	I: 3
O=C(COc1ccc2ccccc2c1)Nc1nccs1
  A: 2	B: 77*	C: -2	D: 66*	E: 5	F: -6	G: -5	H: 61*	I: 3
CC(Oc1ccc2ccc(=O)oc2c1)C(=O)NCCN1CCOCC1 (stereo not drawn)
  A: -2	B: 3	C: -8	D: 0	E: -16	F: 2	G: 1	H: 12	I: -126
C/C=C/C(=O)OCC(=O)NC(=O)NC(C)C
  A: -2	B: 4	C: 3	D: -4	E: -6	F: 0	G: -1	H: -11	I: 2
COc1ccccc1OCCSc1nnnn1C1CCCCC1
  A: 1	B: 6	C: 7	D: -7	E: 0	F: -1	G: 2	H: 2	I: 6
O=C1N=C(N2CCOCC2)S/C1=C\C=C/c1ccccc1
  A: 3	B: -1	C: -15	D: -33	E: -9	F: -6	G: -2	H: 3	I: -90
O=C(COC(=O)c1cc[n+]([O-])cc1)Nc1cccc(Cl)c1Cl
  A: -1	B: 3	C: 2	D: -1	E: 7	F: -3	G: -12	H: -8	I: 8
N#Cc1cn(CC(=O)NCc2cccnc2)c2ccccc12
  A: -2	B: -1	C: -5	D: -6	E: 4	F: -2	G: 1	H: -7	I: -2
COc1cc(/C=N/NC(=O)CCn2c3ccccc3c3ccccc32)ccc1O
  A: -7	B: 1	C: 21	D: 6	E: 22	F: 0	G: 1	H: 11	I: -4
CN(CC(=O)Nc1ccc(Cl)c(C(F)(F)F)c1)C(=O)c1ccc(N2CCOCC2)c([N+](=O)[O-])c1
  A: 1	B: -2	C: -1	D: -7	E: 2	F: -4	G: 1	H: -9	I: 5
Cn1nc(C(C)(C)C)cc1C(=O)NCc1ccc(N2CCCC2=O)cc1
  A: -6	B: 6	C: 2	D: 3	E: 0	F: -6	G: 3	H: -18	I: 12
CC1Cc2ccccc2N1C(=O)C1CCCN1S(=O)(=O)c1ccc(Cl)cc1 (stereo not drawn)
  A: -10	B: -6	C: -7	D: -6	E: 13	F: -5	G: 3	H: -17	I: 0
COc1ccc(CCNC(=O)CSc2nn(-c3ccccc3)c(=S)s2)cc1
  A: -2	B: 11	C: -5	D: 3	E: 12	F: -3	G: 3	H: 6	I: 22
CC(C)C(=O)Nc1ccc2nn(-c3ccc(F)cc3)nc2c1
  A: 9	B: 85*	C: 11	D: 53*	E: -17	F: -4	G: -68	H: 71*	I: -436
CC[C@]12c3[nH]c4cc(-c5ccco5)ccc4c3CCN1C(=O)[C@@H](CC(=O)NCCCN(C)C)C[C@@H]2C(=O)N1CCN(C(=O)c2ccco2)CC1
  A: 0	B: 1	C: /	D: /	E: 7	F: /	G: 0	H: /	I: -295
Cc1ccc(OCCNC(=O)CCc2nc3sc4c(c3c(=O)[nH]2)CCCC4)cc1
  A: 0	B: -12	C: 10	D: -3	E: 4	F: 4	G: -21	H: -5	I: -26
CCOC(=O)c1c(C)[nH]c(C)c1S(=O)(=O)N1CCN(c2cccc(C)c2)C(C)C1 (stereo not drawn)
  A: -1	B: -15	C: -4	D: -13	E: 10	F: -1	G: 3	H: -10	I: 7
CCCC(=O)Nc1ccc(OCC(O)CNC(C)C)c(C(C)=O)c1 (stereo not drawn)
  A: -6	B: -7	C: -8	D: -8	E: 2	F: 1	G: -2	H: -8	I: -29
Cc1noc(C)c1C(=O)N1CCC(C(=O)c2ccc(F)cc2F)CC1
  A: 2	B: 8	C: 4	D: 5	E: -11	F: 0	G: 2	H: -3	I: 1
O=C(OCc1csc(-c2ccccc2)n1)c1ccc(O)cc1
  A: -1	B: 3	C: -3	D: 45	E: -8	F: -3	G: 2	H: 9	I: 2
NC1=NC(=O)/C(=C/c2cn(Cc3ccccc3)c3ccccc23)S1
  A: 9	B: 7	C: -7	D: -10	E: 12	F: 0	G: -51	H: -33	I: -3
CC(=O)Nc1ccc(N2CC(C)(C)C2=O)cc1
  A: -8	B: -1	C: -4	D: -6	E: -16	F: 0	G: 0	H: -13	I: 0
Nc1ccccc1C(=O)NCCCN1CCN(c2cccc(Cl)c2)CC1
  A: -6	B: -8	C: 18	D: -4	E: -2	F: -1	G: 1	H: -20	I: -413
Cc1ccccc1-n1c(SCC(=O)N2CCC(C(=O)O)CC2)nnc1-c1ccncc1
  A: -2	B: -4	C: 7	D: -1	E: -11	F: 0	G: 0	H: 0	I: 6
CCCCn1c(N)c(N(Cc2ccccc2OC)C(=O)CN2C(=O)NC(C)(c3ccccc3)C2=O)c(=O)[nH]c1=O (stereo not drawn)
  A: -4	B: 3	C: -2	D: 1	E: -3	F: -4	G: -2	H: -5	I: -28
COc1cccc(NC(=O)CCC2CCN(C(=O)c3c(C)noc3C)CC2)c1
  A: 2	B: -5	C: 0	D: -7	E: -19	F: 0	G: 1	H: 1	I: 12
CCCC(C(=O)NC1CCCC1)N(Cc1ccc2c(c1)OCO2)C(=O)c1snc(C(N)=O)c1N (stereo not drawn)
  A: 0	B: -1	C: 30	D: 2	E: -10	F: -2	G: -10	H: -6	I: -262
COC(=O)CNC(=O)c1ccc(=O)oc1
  A: -11	B: -6	C: -4	D: -8	E: -5	F: 0	G: 2	H: -12	I: 8
CSc1nc(-c2ccc(C)cc2)[nH]c1S(=O)(=O)c1ccccc1
  A: -7	B: -2	C: -11	D: -3	E: -5	F: 0	G: -8	H: -13	I: -16
Cc1ccc(S(=O)(=O)NCCOc2nc(N3CCOCC3)nc(N3CCOCC3)n2)cc1
  A: 3	B: 8	C: 19	D: -2	E: 3	F: 2	G: 1	H: 5	I: 10
CC1(C)Cc2[nH]c(=O)c(C#N)cc2CS1
  A: -5	B: 9	C: 3	D: 4	E: -5	F: 2	G: 2	H: -11	I: -249
Cc1cc(-n2c(C)cc(C(=O)COc3cccnc3[N+](=O)[O-])c2C)no1
  A: 10	B: -12	C: -10	D: -14	E: 6	F: -7	G: -3	H: -9	I: -1
CCOC(=O)C1=C(CC)Nc2ccccc2N/C1=N\S(=O)(=O)c1ccc(C(=O)OCC)cc1
  A: 0	B: -1	C: -5	D: 5	E: -45	F: -4	G: 5	H: 13	I: 3
O=C1CN(C(=O)CSc2nc3ccccc3c(=O)n2Cc2ccc(F)cc2)c2ccccc2N1
  A: -4	B: 3	C: 8	D: 4	E: 9	F: -4	G: -1	H: -1	I: 19
COCCCNC(=O)C1CCN(S(=O)(=O)N(CC(C)C)CC(C)C)CC1
  A: -5	B: -1	C: 7	D: -2	E: 4	F: 0	G: 2	H: -19	I: 17
COc1ccccc1CCNS(=O)(=O)CCNC(=O)c1ccc2c(c1)OCO2
  A: -5	B: 0	C: -4	D: 3	E: -7	F: -2	G: 2	H: 2	I: -4
CCOC(=O)c1c(NC(=O)COC(=O)CNC(=O)c2ccco2)sc(C)c1C
  A: 7	B: -3	C: 1	D: -10	E: -13	F: 0	G: 1	H: -26	I: -22
Fc1ccc(CNCCC(Cc2ccccc2)c2ccco2)cc1 (stereo not drawn)
  A: -1	B: 18	C: 16	D: -9	E: -7	F: -6	G: -1	H: -8	I: 16
COc1ccc(NC(=O)CSc2nnc(-c3ccccn3)n2N)c(OC)c1
  A: 25	B: 1	C: -3	D: -6	E: 19	F: 1	G: 2	H: -9	I: 24
Cc1ccc(S(=O)(=O)N2CCC(=O)N(C(COCc3ccc(C(F)(F)F)cc3)Cc3ccccc3)CC2)cc1 (stereo not drawn)
  A: 4	B: 1	C: 15	D: -5	E: 9	F: -6	G: 2	H: -9	I: 14
COc1ccc(C(=O)C2CCN(C(=S)NCCc3ccccc3)CC2)cc1
  A: 3	B: 1	C: 0	D: -3	E: 7	F: -2	G: 1	H: 4	I: 14
O=C(CN1C(=O)c2ccccc2S1(=O)=O)N1CCN(c2ccccc2)CC1
  A: -7	B: -6	C: 13	D: 1	E: 3	F: 1	G: 4	H: -3	I: 9
CC(C)(C)OC(=O)NCCCCCNC(=O)c1nc[nH]c1C(=O)NCc1ccc(CNC(=O)OC(C)(C)C)cc1
  A: -1	B: 3	C: -29	D: 1	E: 21	F: -4	G: 1	H: -11	I: 7
CCCC(=O)Nc1ccc(C(=O)N/N=C/c2cccnc2)cc1
  A: 3	B: -7	C: -4	D: -3	E: -6	F: 0	G: 1	H: -15	I: 14

Compound activity deposited in PubChem by Sanford-Burnham Center for Chemical Genomics.
